# CHRM5 antagonist: antagonists of human muscarinic M5 receptor (CHRM5); CHO-hM5 cells, Fluo-8 calcium fluorescence, ACh EC80; inhibition, % at 3 µM; 360,000 compounds, 0.59% hits; AID 624040;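 active means inhibition above a per-plate cutoff, the mean of that plate's test compounds plus 3 SD, cut at about 27% in these data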;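 further: 0% = acetylcholine EC80 with DMSO and 100% = DMSO without agonist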
# Target sequence (P08912 whole entry, looked up): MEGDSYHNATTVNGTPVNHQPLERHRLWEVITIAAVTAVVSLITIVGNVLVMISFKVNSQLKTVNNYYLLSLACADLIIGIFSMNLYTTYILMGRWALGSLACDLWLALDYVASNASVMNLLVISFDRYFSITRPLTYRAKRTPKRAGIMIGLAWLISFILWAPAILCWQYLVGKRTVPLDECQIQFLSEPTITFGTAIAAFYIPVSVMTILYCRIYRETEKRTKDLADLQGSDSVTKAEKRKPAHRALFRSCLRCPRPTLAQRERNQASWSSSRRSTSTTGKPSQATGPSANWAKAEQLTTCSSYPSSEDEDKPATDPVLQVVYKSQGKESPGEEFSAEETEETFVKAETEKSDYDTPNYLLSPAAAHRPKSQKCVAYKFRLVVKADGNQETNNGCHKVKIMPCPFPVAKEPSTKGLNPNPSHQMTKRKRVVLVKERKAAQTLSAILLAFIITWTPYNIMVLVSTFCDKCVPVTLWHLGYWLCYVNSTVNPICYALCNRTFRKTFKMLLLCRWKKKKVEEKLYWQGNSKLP
# M4 PAM: potentiates acetylcholine response at human M4 receptor; CHO-K1 hM4/Gqi5, Fluo-8 calcium fluorescence, ACh EC20; 0% = ACh EC20, 100% = maximal ACh; activation, % at 3 µM; 360,000 compounds, 0.4% hits; AID 624126;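 active means activation above its plate's cutoff, the mean activation of sample wells plus 3 SD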; further: some results filed as inactive read as strong as hits
# Target sequence (P08173 whole entry, looked up): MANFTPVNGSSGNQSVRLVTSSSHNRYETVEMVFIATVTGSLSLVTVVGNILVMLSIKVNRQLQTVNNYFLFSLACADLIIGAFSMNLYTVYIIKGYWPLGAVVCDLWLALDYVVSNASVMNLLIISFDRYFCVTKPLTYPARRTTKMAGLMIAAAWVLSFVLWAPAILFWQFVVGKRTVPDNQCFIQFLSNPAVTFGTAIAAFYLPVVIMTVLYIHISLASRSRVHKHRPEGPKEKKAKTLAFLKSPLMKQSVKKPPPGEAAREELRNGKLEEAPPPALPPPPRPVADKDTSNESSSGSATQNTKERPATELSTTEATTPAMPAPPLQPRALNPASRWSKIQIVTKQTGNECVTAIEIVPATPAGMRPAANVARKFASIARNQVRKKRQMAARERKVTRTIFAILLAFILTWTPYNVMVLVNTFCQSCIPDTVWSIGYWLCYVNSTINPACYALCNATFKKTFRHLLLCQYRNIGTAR
# CHO-K1 Ca PAM: M1 PAM counterscreen hit in parental CHO-K1 cells; ATP EC20, Fluo-8 calcium fluorescence; 0% at ATP EC20, 100% at ATP max; activation, % at 3 µM; 360,000 compounds, 0.02% hits; AID 602247;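 active means activation above the run cutoff, the mean activation of all test compounds plus 3 SD, cut at about 40% in these data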;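 further: peak over basal fluorescence ratio in a 140 s read after ATP addition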
# CRFBP-R2 agonist: CRF-BP/CRF-R2 complex agonism; HEK293 CRF-R2/CRF-BP, calcium dye fluorescence (FLIPR); percent of saturating CRF peptide response; activation, % at 13.2 µM; 350,000 compounds, 0.46% hits; AID 588473;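 active means activation of at least 50%, plus an integration ratio under a set limit after plate pattern correction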;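 further: plate controls were neutral control wells without compound for no effect and CRF at EC100 for full effect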
# M5 PAM: potentiates acetylcholine response at human M5 receptor | CHO-K1 hM5, Fluo-8 calcium, ACh EC20 PAM; 0% = ACh EC20, 100% = ACh EC100 | activation, % at 3 µM | AID 624038 | 360,000 compounds, 0.3% hits;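 active means activation above the run cutoff, the mean activation of all test compounds plus 3 SD, cut at about 18% in these data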
#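 System: CHO-K1 cell line with stable human muscarinic M5 receptor expression | Also added: EC20 acetylcholine as agonist stimulus | Compound: One concentration, 3 µM final (nominal) | Timing: Fluo-8 loading 80 min at 37 °C plus 30 min room temperature | Measured by: Fluo-8 calcium dye fluorescence, kinetic read | Read-out basis: % activation, ACh-normalized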
# CHRM5 agonist: agonists of human muscarinic M5 receptor (CHRM5); 360,000 compounds, 0.19% hits; CHO-K1 hM5 cells, Fluo-8 calcium fluorescence; 0% DMSO wells, 100% maximal acetylcholine response; activation, % at 3 µM; P08912;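 active means activation above the run's mean over test compounds plus 3 SD, cut at about 23% in these data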;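 further: signal is peak over basal fluorescence ratio across the kinetic read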
# CRFBP-R2 block: blocks CRF-induced signaling of the CRF-BP/CRF-R2 complex; 350,000 compounds, 0.59% hits; HEK293 CRF-R2/CRF-BP, CRF-induced calcium fluorescence; AID 588475; inhibition, % at 11.8 µM;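 active means inhibition of the ligand-induced calcium signal above about 50% at the single tested concentration, limit read from the data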
# TAAR1 antag: human TAAR1 antagonism; Q96RJ0; CHO RD-HGA16 TAAR1, Fluo-8 calcium fluorescence, antagonist; inhibition, % at 3 µM; 360,000 compounds, 1.5% hits;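 active means inhibition above a per-plate cutoff, the mean inhibition of test compounds on that plate plus 3 SD, cut at about 49% in these data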;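 further: 0% = DMSO plus EC80 beta-PEA response and 100% = DMSO alone without agonist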
#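 Test system: hTAAR1-expressing CHO RD-HGA16 cells, Gα16-coupled; Probe or stimulus: EC80 β-phenethylamine stimulus; Compound dosing: single nominal final test compound concentration of 3 µM; Timing: 140 s kinetic read after compound, 140 s after agonist; Signal: Fluo-8 calcium-sensitive fluorescence; Measure: % inhibition of agonist calcium response; Controls: DMSO and EC80 PEA controls.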
# TAAR1 agonist: agonists of human TAAR1 | Q96RJ0 | CHO RD-HGA16 TAAR1, Fluo-8 calcium fluorescence; vehicle wells 0%, saturating PEA agonist 100% | activation, % at 3 µM | 360,000 compounds, 0.99% hits;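 active means activation above the mean activation of all test compounds in the run plus 3 SD, cut at about 38% in these data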
#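 Test system: RD-HGA16 (CHO) cells co-expressing Gα16 and hTAAR1 | Doses: Single dose, 3 µM | Schedule: 17-24 h seeding, 75 min 37 °C dye, 30 min RT | Evaluation: % activation from peak over basal fluorescence ratio, DMSO-to-PEA scaled | Technique: Kinetic Fluo-8 calcium fluorescence | Benchmarks: Low control DMSO, high control PEA (EC100)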
# Numbers without * were called inactive; nt = no result given. Hits appear at their usual frequency (roughly 4.2% active in at least one column).
# A first look:
SMILES,CHRM5 antagonist,M4 PAM,CHO-K1 Ca PAM,CRFBP-R2 agonist,M5 PAM,CHRM5 agonist,CRFBP-R2 block,TAAR1 antag,TAAR1 agonist
Cc1ccc(CNC(=O)C(=O)NCCC2=CCCCC2)cc1,2,17,6,-0.1,-1,-3,6,-12,0
O=C1NCCC12C(=O)Nc1ccccc12 (stereo unspecified),8,9,9,2.4,0,0,7,-6,1
O=C(COc1ccc2oc(-c3ccccc3)cc(=O)c2c1)NCc1ccco1,-3,-5,-6,-4.1,-3,-4,3,nt,nt

# All compounds of this part, repeating the preview:
SMILES,CHRM5 antagonist,M4 PAM,CHO-K1 Ca PAM,CRFBP-R2 agonist,M5 PAM,CHRM5 agonist,CRFBP-R2 block,TAAR1 antag,TAAR1 agonist
Cc1ccc(CNC(=O)C(=O)NCCC2=CCCCC2)cc1,2,17,6,-0.1,-1,-3,6,-12,0
O=C1NCCC12C(=O)Nc1ccccc12 (stereo unspecified),8,9,9,2.4,0,0,7,-6,1
O=C(COc1ccc2oc(-c3ccccc3)cc(=O)c2c1)NCc1ccco1,-3,-5,-6,-4.1,-3,-4,3,nt,nt
Cc1ncccc1C(=O)N1CCCC(CNC(=O)c2ccc(-c3ccccc3)cc2)C1 (stereo unspecified),8,-8,-15,-0.3,-3,1,0,-8,1
O=C(CCCC(=O)OCC(Cl)=C(Cl)Cl)Nc1ccccc1,2,-5,3,-3.2,-4,-4,-3,-2,-2
COc1cc(Cl)c(C)cc1NC(=O)CSc1nnc(-c2cccnc2)n1Cc1ccco1,-3,13,-9,-1.1,1,-3,1,7,13
c1csc(CNc2ncnc3ccc(-c4ccoc4)cc23)c1,2,5,-9,0.0,2,-4,-18,-12,6
CCOc1ncccc1C(=O)OCC(=O)Nc1ccc2c(c1)CCC2,-1,5,6,-2.3,3,-3,10,3,3
CN(CC(=O)Nc1ccc(Cl)c(Cl)c1)C1CCCCC1,-7,-3,2,2.0,-1,-10,-35,-7,16
CN1C(=O)C2(c3ccccc31)N(C)CC(c1ccccn1)C21SC(=S)N(Cc2ccco2)C1=O (stereo unspecified),-6,0,9,-0.2,-14,-7,7,1,1
CCOc1ccc(C(=O)CCC(=O)NCC(=O)OCc2ccccc2)cc1OCC,-15,-1,9,1.3,12,0,-8,-18,7
COCc1ccc(-c2c(-c3ccccc3OC)sc3cc4c(cc23)OCO4)cc1,8,4,22,-0.9,-9,-1,1,9,3
COc1ccc(C2c3ccsc3CCN2C(C)=O)cc1 (stereo unspecified),5,-9,-2,-2.7,-6,-7,14,-2,3
COc1cccc(NC(=O)c2ccc(S(=O)(=O)NCc3cccnc3)cc2)c1,-4,-2,1,-0.1,-5,-3,2,19,4
CC(=O)C(Sc1nccc(-c2cccs2)n1)C(C)=O,12,-5,7,-0.6,1,-7,0,-10,1
CCN=c1scc(-c2ccc(F)cc2)n1/N=C/c1ccccn1,16,-3,10,0.0,-9,-3,-6,28,2
CC(C(=O)NC1CCCC1)N(C(=O)c1ccc(-c2ccccc2)[nH]1)c1ccccc1F (stereo unspecified),5,-4,0,-1.0,-7,-5,8,14,22
C/C(=N\NC(=O)CCc1c[nH]c2ccccc12)c1ccc([N+](=O)[O-])cc1,-5,-8,13,-2.1,-9,0,-32,-2,6
Cc1ccccc1C(=O)NCC(=O)N1CCN(C/C=C/c2ccccc2)CC1,-2,1,-14,-1.4,0,1,-7,3,14
O=C(Nc1ccc(N2CCN(C(=O)c3cccs3)CC2)cc1)c1ccc(Br)o1,7,0,-14,-0.1,-16,5,15,35,14
O=C(COC(=O)Cc1cn2ccsc2n1)NC12CC3CC(CC(C3)C1)C2,8,-1,-1,-1.2,-8,-1,-7,1,1
COc1ccc(CCNC(=O)COc2ccc(S(=O)(=O)NC(C)C)cc2)cc1OC,-10,6,-17,-0.4,1,-1,-14,-6,6
CC1(c2nnc(-c3cccc(Cl)c3)o2)CC(c2cccc(Cl)c2)=NO1 (stereo unspecified),3,1,-16,0.7,1,1,5,17,3
COc1cccc(C(=O)NCCNC(=O)c2ccc(C)nc2)c1,10,4,13,2.1,-3,-2,-6,-14,10

# In a second layout: 2 of the compounds above
SMILES	CHRM5 antagonist	M4 PAM	CHO-K1 Ca PAM	CRFBP-R2 agonist	M5 PAM	CHRM5 agonist	CRFBP-R2 block	TAAR1 antag	TAAR1 agonist
O=C(COC(=O)Cc1cn2ccsc2n1)NC12CC3CC(CC(C3)C1)C2	8	-1	-1	-1.2	-8	-1	-7	1	1
COc1ccc(CCNC(=O)COc2ccc(S(=O)(=O)NC(C)C)cc2)cc1OC	-10	6	-17	-0.4	1	-1	-14	-6	6

# (further entries)
SMILES,CHRM5 antagonist,M4 PAM,CHO-K1 Ca PAM,CRFBP-R2 agonist,M5 PAM,CHRM5 agonist,CRFBP-R2 block,TAAR1 antag,TAAR1 agonist
Cc1ccc(C(=O)NCC(=O)OCC(=O)N(CC(C)C)c2c(N)n(Cc3ccccc3)c(=O)[nH]c2=O)cc1,-3,8,-32,1.3,-1,0,21,0,0
COc1ccc([C@@H]2[C@@H]3C(=O)N(C(C)(C)C)C(=O)[C@@H]3[C@]3(C)C(=O)N(c4cccc(F)c4)C(=O)N23)cc1,9,0,-8,-2.0,-8,2,5,1,2
Nc1nc2ccc(C(=O)NCCOC(=O)C3CCCCC3)cc2s1,0,-4,10,1.9,2,2,-15,11,3
COc1cc2oc(=O)c3c(c2cc1OCC(=O)c1c(C)n(C)c2ccccc12)CCCC3,-7,7,14,33,2,-1,-57,-8,1
CC(=O)c1c(C)c(C)c2n1CCn1c(C)ccc1-2,8,-20,-2,4.4,-2,2,-8,-30,0
Cc1ccc2c(CC(=O)NCC3(N4CCOCC4)CCCCC3)coc2c1C,0,15,1,0.5,2,-1,-2,-21,2
CCCC(=NC(C)CC)C1=C(O)CC(c2ccccc2)CC1=O (stereo unspecified),10,-4,19,-1.1,-1,0,2,-1,58*
CCOc1ccc(C(=O)NCc2ccccc2)cc1Br,-8,-3,30,0.6,4,-4,-37,-2,1
Cc1[nH][nH]c(=O)c1C=NCc1cccc(C(F)(F)F)c1,-9,-5,15,1.6,2,-1,2,-10,4
Cc1nc2c(C(=O)O)cnn2c(C)c1Cc1ccccc1F,1,5,-9,-0.1,0,3,-2,-19,10
O=C1CCC(NC(=O)c2ccccc2)C(=O)N1 (stereo unspecified),-1,-5,12,0.3,1,1,-4,4,-1
COc1ccc(CCN2CC(C(=O)NC3CCOCC3)CCC2=O)cc1 (stereo unspecified),-8,2,18,-0.4,5,-1,-14,-4,6

# Single records, as listed above:
# Cc1nc2c(C(=O)O)cnn2c(C)c1Cc1ccccc1F reads CHRM5 antagonist = 1; M4 PAM = 5; CHO-K1 Ca PAM = -9; CRFBP-R2 agonist = -0.1; M5 PAM = 0; CHRM5 agonist = 3; CRFBP-R2 block = -2; TAAR1 antag = -19; TAAR1 agonist = 10
# CCOc1ccc(C(=O)NCc2ccccc2)cc1Br reads CHRM5 antagonist = -8; M4 PAM = -3; CHO-K1 Ca PAM = 30; CRFBP-R2 agonist = 0.6; M5 PAM = 4; CHRM5 agonist = -4; CRFBP-R2 block = -37; TAAR1 antag = -2; TAAR1 agonist = 1

# The results go on:
SMILES,CHRM5 antagonist,M4 PAM,CHO-K1 Ca PAM,CRFBP-R2 agonist,M5 PAM,CHRM5 agonist,CRFBP-R2 block,TAAR1 antag,TAAR1 agonist
CC(=O)c1ccccc1NS(=O)(=O)c1cccc2nonc12,12,-2,-17,-1.6,-5,-4,-4,-21,1
COc1ccc2c(c1)nc(NCCO)n2C,-2,1,19,-2.4,3,1,7,-16,4
Cc1nnc(-c2ccccc2)nc1N(C)C,4,3,16,-0.4,4,-7,11,-7,2
COc1cccc(/C(O)=C2\C(=O)C(=O)N(c3ccccn3)C2c2ccccc2OC)c1 (stereo unspecified),0,5,20,-2.5,14,-1,7,11,-1
COc1ccccc1NC(=S)N1CCN(C/C=C/c2ccccc2)CC1,8,-3,17,-3.0,0,-4,16,0,1
O=C(CCCc1ccccc1)N=C1SC2CS(=O)(=O)CC2N1c1ccccc1F (stereo unspecified),-3,5,8,-1.1,3,2,-11,-2,7
O=C(COc1ccc(/C=N/NS(=O)(=O)c2ccccc2)cc1)NCCc1ccccc1,5,-4,7,-1.5,-7,0,4,-6,-2
N/C(Cc1ccc(Cl)cc1)=N\OC(=O)c1cccc2ccccc12,-10,-3,12,1.4,3,-1,5,-4,6
Cc1cccc(NC(=O)C2C(c3ccccc3)C2(Cl)Cl)c1C (stereo unspecified),5,-5,8,-2.0,-14,-6,17,3,10
c1ccc(COC2COC3C(OCc4ccccc4)COC23)cc1 (stereo unspecified),4,2,20,0.3,4,4,-8,-6,1
CCOc1ccc2ccccc2c1/C=N/NC(=O)CC1(C)OCCCO1,-9,4,17,0.4,6,-2,-5,-2,0
CC(O)c1nc2c(c(=O)n(C)c(=O)n2C)n1C (stereo unspecified),19,-17,15,-1.4,-11,-3,14,-11,28
Oc1ccccc1C1=Nc2ncnn2C(c2ccc(F)cc2)C1 (stereo unspecified),5,8,9,-1.5,1,0,-7,-12,16
O=C(O)CCCNC(=O)/C(=C\c1ccc(Cl)cc1)NC(=O)c1ccc(Br)cc1,12,1,-4,0.3,-18,0,1,22,3
Cc1ccc(OCc2nc(C#N)c(NCc3ccco3)o2)cc1,-1,-1,-6,-0.7,9,-9,17,17,3
COc1ccc(S(=O)(=O)NC(N)=NCCc2ccc(OC)c(OC)c2)cc1C,8,12,30,1.7,0,-1,2,-1,17
CCN1CCN(/C=N/c2nc(C)cs2)CC1,0,-9,-12,-1.1,-3,1,1,-29,9
COC(=O)Cn1c(=NC(=O)c2cc(OC)c(OC)c(OC)c2)sc2cc(OC)ccc21,1,17,2,-2.9,7,1,-34,-16,3
c1ccc(COc2cccc(CN3CCCCC3)c2)cc1,11,-8,-14,-0.9,-6,-24,10,-3,5
COc1ccccc1NS(=O)(=O)c1ccc(C)c(C(=O)NNC(=O)c2csc(N3CCOCC3)n2)c1,0,3,-9,-2.2,0,-1,7,-7,18

# Source: PubChem
